Screening results deposited in PubChem BioAssay by several laboratories.
NPY-Y1 antag: antagonists of human neuropeptide Y receptor Y1; AID 1040; P25929; HEK293-CNG Y1 cells, membrane potential fluorescence; NPY at EC95, then isoproterenol; inhibition, % at 3.6 µM; 200,000 compounds, 1% hits;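 active = inhibition above the campaign mean inhibition of all tested compounds plus 3 SD, cut at about 20% in these data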;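 note: 0% = DMSO wells given NPY plus isoproterenol and 100% = isoproterenol alone without NPY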
Target sequence (P25929 whole entry, looked up): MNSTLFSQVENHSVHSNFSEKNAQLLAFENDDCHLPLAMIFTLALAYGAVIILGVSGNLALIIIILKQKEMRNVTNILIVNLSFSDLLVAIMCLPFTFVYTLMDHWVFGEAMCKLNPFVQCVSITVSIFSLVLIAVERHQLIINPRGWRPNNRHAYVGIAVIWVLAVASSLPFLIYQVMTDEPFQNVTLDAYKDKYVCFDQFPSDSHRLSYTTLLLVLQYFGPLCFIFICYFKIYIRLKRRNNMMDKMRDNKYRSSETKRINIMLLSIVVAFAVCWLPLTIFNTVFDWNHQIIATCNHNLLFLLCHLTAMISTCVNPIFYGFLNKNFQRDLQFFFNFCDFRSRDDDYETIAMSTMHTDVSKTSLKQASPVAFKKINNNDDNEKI
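System: HEK293 cells with Y1 receptor plus CNG channel / Probe or stimulus: NPY 25 nM then isoproterenol 1 µM plus Ro 20-1724 25 µM / Compound: one concentration, 3.6 µM, in 0.4% DMSO / Schedule: compound incubation 1 h at room temperature, readout 45 min post-stimulation / Measured by: membrane potential fluorescence / Read-out: % inhibition of NPY effect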
MDM2 E3 inh: inhibitors of human Mdm2 E3 ubiquitin ligase; cell-based MDM2 ubiquitination luciferase reporter, 2 h; 0 = plate control, 100 = twice control, blank-subtracted; 210,000 compounds, 0.11% hits; signal enhancement, % at 5 µM;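 active = signal enhancement of 30% or more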;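 note: luminescence tracks abundance of the self-degrading MDM2-luciferase fusion protein; higher signal means inhibition of MDM2 E3 ligase activity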
Target sequence (Q00987 whole entry, looked up, the tested form may be a part): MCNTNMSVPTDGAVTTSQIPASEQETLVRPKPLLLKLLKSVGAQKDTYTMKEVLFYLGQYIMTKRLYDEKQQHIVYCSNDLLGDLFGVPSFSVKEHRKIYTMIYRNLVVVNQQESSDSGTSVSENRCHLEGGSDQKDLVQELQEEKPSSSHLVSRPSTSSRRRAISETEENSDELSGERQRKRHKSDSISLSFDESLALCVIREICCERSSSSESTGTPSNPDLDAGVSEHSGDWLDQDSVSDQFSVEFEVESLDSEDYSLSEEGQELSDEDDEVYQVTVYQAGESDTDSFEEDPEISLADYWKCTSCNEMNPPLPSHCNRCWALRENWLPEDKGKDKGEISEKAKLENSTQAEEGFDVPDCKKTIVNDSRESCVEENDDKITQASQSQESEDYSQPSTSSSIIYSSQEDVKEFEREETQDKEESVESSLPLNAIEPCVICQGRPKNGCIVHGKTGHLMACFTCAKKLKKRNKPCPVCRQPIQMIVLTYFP
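Test system: stable mammalian line carrying autodegrading MDM2–luciferase fusion reporter; quantity: 2000 cells in each well; times: 4 h cell settling then 2 h compound exposure, 37 °C; detection: luminescence with SteadyLite reagent, 15 min at room temperature; evaluation: percent signal gain over controls, blank-subtracted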
NPY2 pot ag: potentiators or agonists of human neuropeptide Y receptor Y2. P49146. cells expressing NPY-Y2, potentiator/agonist read-out. activation, % at 3.6 µM. 220,000 compounds, 0.45% hits; in the data active = activation above about 27%;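 note: cells stimulated with NPY near EC25 plus isoproterenol at EC100; 0% = vehicle plus submaximal agonist and 100% = vehicle plus saturating agonist; some results beyond the cut were filed as inactive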
Runt-CBFb FRET: inhibitors of human RUNX1 Runt domain binding to CBFb | Q01196+Q13951 | 220,000 compounds, 0.46% hits | Cerulean-Runt/Venus-CBFb FRET ratio 530/480, 1 h | AID 1496 | inhibition, % at 20 µM;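 active = inhibition over about 50% at 20 µM in the single-dose screen, limit read from the data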;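 note: 0% = DMSO wells and 100% = excess unlabeled CBFb competitor control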
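Schedule: protein complex preformed 1 h, compound exposure 1 h, room temperature, dark; test system: Cerulean-labeled Runt domain protein; amount: 100 nM per protein; buffer or medium: Tris 50 mM pH 7.5, KCl, K2SO4, 0.01% BSA; read-out: loss of energy transfer signal; detection: FRET fluorescence; controls: 5 µM unlabeled CBFb as full-inhibition high control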
p97 inhibitor: inhibitors of human p97 ATPase; recombinant p97 ATPase, Kinase-Glo ATP luminescence, 3 h; inhibition, % at 8 µM; 220,000 compounds, 0.42% hits; AID 1481; in the data active = inhibition above about 15%;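 note: 0% = DMSO vehicle and 100% = wells lacking enzyme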
Runt-SMMHC FRET: blocks binding of human RUNX1 Runt domain to CBFb-SMMHC; Q01196+Q13951; Cerulean-Runt/Venus-CBFb-SMMHC FRET ratio 530/480, 1 h; inhibition, % at 20 µM; 220,000 compounds, 0.74% hits;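 active = mean inhibition across duplicate retests at 20 µM reaching about 50%, limit read from the data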;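 note: 0% = DMSO wells and 100% = wells with excess untagged CBFb-SMMHC; inhibitors lower the FRET ratio by blocking Runt binding to CBFb-SMMHC; some results filed as inactive read as strong as hits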
RBBP9 inh: inhibitors of human serine hydrolase RBBP9. 220,000 compounds, 0.2% hits. O75884. AID 1515. recombinant RBBP9, FP-Rh probe fluorescence polarization. inhibition, % at 7.94 µM;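 active = inhibition above the campaign mean of all tested compounds plus 3 SD, cut at about 14% in these data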;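 note: plate controls were DMSO wells with RBBP9 for no effect and wells lacking RBBP9 protein for full effect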
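Test system: recombinant human RBBP9. Quantity: 2.5 µM RBBP9 dispensing solution, before mixing. Detection: FP readout at 525/598 nm. Reagent: Serine-hydrolase probe FP-Rh, 375 nM pre-mixing. Measure: % inhibition. Control set: DMSO-treated enzyme wells and wells lacking RBBP9. Buffer or medium: Tris-NaCl-Pluronic buffer, pH 8.0. Times: preincubation 30 min plus labeling 45 min at 25 °C.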
Hck Nef HTS: human Hck-Nef kinase inhibition. P08631. Recombinant Hck-YEEI plus Nef, Z-Lyte FRET kinase assay. inhibition, % at 20 µM. 220,000 compounds, 0.68% hits. AID 463187;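 active = Hck-Nef kinase inhibition above about 50%, limit read from the data; inactive = inhibition below that limit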;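 note: 0% = DMSO with Hck plus Nef and 100% = Hck alone without Nef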
NPY-Y1 PAM-ag: human NPY-Y1 potentiation or agonism, primary screen. P25929. NPY-Y1 expressing cells, potentiator/agonist activation. activation, % at 3.6 µM. 220,000 compounds, 0.37% hits. AID 1304; in the data active = activation above about 33%, passing the limit was not always enough;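 note: cells stimulated with NPY at EC10 then isoproterenol at EC100; 0% = low agonist plus stimulus and 100% = saturating agonist plus stimulus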
An asterisk follows results filed as active; / = no result given.

SMILES	NPY-Y1 antag	MDM2 E3 inh	NPY2 pot ag	Runt-CBFb FRET	p97 inhibitor	Runt-SMMHC FRET	RBBP9 inh	Hck Nef HTS	NPY-Y1 PAM-ag
COc1ccc(-c2[nH]c(-c3ccc(C)cc3)nc2SCC(=O)NCc2ccco2)cc1OC	-2	-12	-2	-1	3	-6	-7	1	8
CCOC(=O)/C=C/C(=O)OCC(=O)NC(c1ccccc1)c1ccccc1	-1	1	-1	1	-4	2	5	6	-6
O=C(Nc1scc(-c2ccc(F)cc2)c1C(=O)O)c1ccco1	0	-7	-1	-1	6	-3	-5	1	-24
CCNC(=O)NC(=O)C(C)OC(=O)c1ccc(SC)cc1OC (configuration not stated)	-4	-20	-2	/	0	0	-4	3	-14
O=C(NC1C=CS(=O)(=O)C1)c1ccccc1 (configuration not stated)	0	-8	-3	1	4	3	-2	25	6
Cc1cc(NS(=O)(=O)c2ccc(NC(=O)Nc3ccc4c(c3)OCO4)cc2)no1	-2	-7	-5	4	1	-1	-3	11	-14
O=C(Nc1ncn[nH]1)c1cccc(S(=O)(=O)N2CCOCC2)c1	6	-3	13	1	3	4	0	19	-16
O=C(NCC1CCCO1)c1ccccc1-c1nc(-c2ccccc2Cl)no1 (configuration not stated)	/	-5	-17	-1	-3	2	4	8	-4
O=C(CCCO)c1ccc2c(c1)OCCO2	8	-6	4	0	3	2	-1	1	21
CCC(Sc1ccc(C(=O)O)cc1)C(=O)O (configuration not stated)	4	15	14	1	5	22	-9	1	-7
Cn1nc(C(=O)NCc2ccccc2)c2ccccc2c1=O	5	-26	-1	1	2	1	-5	2	9
CCOc1ccc(NC(=O)c2ccccc2NC(=O)CN2CCN(C(C)=O)CC2)cc1	5	-12	6	/	3	/	-6	3	17
CCOCCCNC(=O)C(c1ccc(Cl)cc1)N1CCN(C(=O)c2ccco2)CC1 (configuration not stated)	8	-13	-2	-3	2	-6	-4	1	5
CC1=C(C(=O)OCc2ccc3c(c2)OCO3)C(c2ccccc2OCc2ccccc2)NC(=O)N1 (configuration not stated)	5	-25	-13	3	-3	-1	-10	0	-9
COc1ccc(CNC(=O)CCC(=O)Nc2nnc(C(C)C)s2)cc1	/	-4	-9	0	2	0	0	-5	1
O=C(NCc1ccncc1)c1cc(C(=O)C2CC2)c[nH]1	6	3	-8	1	-5	3	-6	16	-10
COC(=O)c1[nH]c2cccc(OC)c2c1NC(=O)CN1CC(C)OC(C)C1 (configuration not stated)	5	-12	-3	0	-1	2	-7	-1	-11
CCOCCCNC(=O)c1ccc(CS(=O)(=O)Cc2ccccc2F)o1	9	-8	12	2	0	2	-10	-1	-7
Cc1nn(CC(=O)OCC(=O)Nc2ccccc2[N+](=O)[O-])c(C)c1[N+](=O)[O-]	1	5	2	-4	-7	3	-12	-1	-19
CCc1ccc(CN(C)C(=O)CC2C(=O)NCCN2Cc2ccoc2)cc1 (configuration not stated)	-3	-19	-7	9	0	0	0	-13	-4

Of the compounds above, two contain a Cl atom.
SMILES	NPY-Y1 antag	MDM2 E3 inh	NPY2 pot ag	Runt-CBFb FRET	p97 inhibitor	Runt-SMMHC FRET	RBBP9 inh	Hck Nef HTS	NPY-Y1 PAM-ag
O=C(NCC1CCCO1)c1ccccc1-c1nc(-c2ccccc2Cl)no1 (configuration not stated)	/	-5	-17	-1	-3	2	4	8	-4
CCOCCCNC(=O)C(c1ccc(Cl)cc1)N1CCN(C(=O)c2ccco2)CC1 (configuration not stated)	8	-13	-2	-3	2	-6	-4	1	5

Given in markdown: 2 of the compounds above
| Compound | NPY-Y1 antag | MDM2 E3 inh | NPY2 pot ag | Runt-CBFb FRET | p97 inhibitor | Runt-SMMHC FRET | RBBP9 inh | Hck Nef HTS | NPY-Y1 PAM-ag |
| --- | --- | --- | --- | --- | --- | --- | --- | --- | --- |
| COc1ccc(-c2[nH]c(-c3ccc(C)cc3)nc2SCC(=O)NCc2ccco2)cc1OC | -2 | -12 | -2 | -1 | 3 | -6 | -7 | 1 | 8 |
| O=C(Nc1ncn[nH]1)c1cccc(S(=O)(=O)N2CCOCC2)c1 | 6 | -3 | 13 | 1 | 3 | 4 | 0 | 19 | -16 |

The list goes on.
SMILES	NPY-Y1 antag	MDM2 E3 inh	NPY2 pot ag	Runt-CBFb FRET	p97 inhibitor	Runt-SMMHC FRET	RBBP9 inh	Hck Nef HTS	NPY-Y1 PAM-ag
COC(=O)c1sccc1OC(C)C(C)=O (configuration not stated)	1	-19	-2	1	5	0	-7	2	13
COc1ccc(S(=O)(=O)Oc2ccc3ccccc3c2)cc1	1	-3	12	0	3	-1	-4	3	-17
O=C(NCc1ccccc1Cl)C1CCN(c2cnccn2)CC1	-1	-18	-1	2	4	4	3	20	-9
COC(=O)Cn1c(=NC(=O)C2CC2)sc2c(C)cc(C)cc21	6	/	-14	/	-3	/	-10	3	-13
O=C(NCCc1ccccc1)C(=O)NCC(c1ccco1)N1CCOCC1 (configuration not stated)	4	-7	-6	0	-3	3	4	7	-12
Cc1ccc(-n2c(C)cc(C)c(C#N)c2=O)cc1	7	-11	-5	-1	0	5	-9	0	4
CCCCCCN(C(=O)CCCCCN1C(=O)NC(c2ccc([N+](=O)[O-])cc2)C(C(=O)OCc2ccccc2)=C1C)C(C(=O)NCCCC)c1ccc(OCC(=O)OC)c(C(=O)OC)c1 (configuration not stated)	/	7	/	-10	/	-1	/	24	/
Cc1cc(-c2nnc(CCC(=O)N(C)C(C)c3cccs3)o2)no1 (configuration not stated)	/	-29	-2	-1	-9	0	-14	-9	-5
CCCCC(C(=O)O)C(C)CC(=O)Nc1nncs1 (configuration not stated)	/	-5	-8	1	6	1	-6	-12	22
O=C(N/N=C/C(Cl)=C/c1ccc([N+](=O)[O-])cc1)C(=O)Nc1ccc(C(=O)O)cc1	/	-10	-16	2	5	1	-5	75*	13
CC(C)CNc1oc(-c2ccccc2Cl)nc1C#N	5	-16	-1	-1	0	0	-7	8	-24
CNC(=S)NNC(=O)c1ccc(N(C)C)cc1	/	-13	-19	2	5	2	-9	16	9
CNC(=O)c1ccc2nc(NC(C)=O)sc2c1	8	-6	8	-1	3	-2	1	2	5
O=c1c2ccccc2nc(SCc2ccccc2)n1Cc1ccco1	-2	-11	-8	-2	0	0	-10	3	-7
Cc1cc(C)n(Cc2ccc(C(=O)Nc3ccc(Br)cc3C)o2)n1	-1	0	-3	-1	-5	-3	-9	2	-7
CCC(C)(NC=O)C(=O)Nc1c(C)cccc1C (configuration not stated)	/	-13	-8	0	2	0	-8	2	13
Cn1nc(C(=O)Nc2cccc(C(F)(F)F)c2)ccc1=O	-5	-4	4	0	-1	1	-1	-1	11
O=S(=O)(Nc1cc(Sc2cccc3cccnc23)c(O)c2ccccc12)c1ccccc1	-1	11	-4	48	11	44	1	6	-21
Cc1ccc(S(=O)(=O)NC(C)(C)CSc2nncn2N)cc1	2	-12	-3	-1	-1	-5	-7	1	16
O=C(O)CSc1cccc[n+]1[O-]	-1	1	8	2	2	0	4	1	6

Molecules listed so far containing a cyano group:
SMILES	NPY-Y1 antag	MDM2 E3 inh	NPY2 pot ag	Runt-CBFb FRET	p97 inhibitor	Runt-SMMHC FRET	RBBP9 inh	Hck Nef HTS	NPY-Y1 PAM-ag
Cc1ccc(-n2c(C)cc(C)c(C#N)c2=O)cc1	7	-11	-5	-1	0	5	-9	0	4
CC(C)CNc1oc(-c2ccccc2Cl)nc1C#N	5	-16	-1	-1	0	0	-7	8	-24

Next section:
SMILES	NPY-Y1 antag	MDM2 E3 inh	NPY2 pot ag	Runt-CBFb FRET	p97 inhibitor	Runt-SMMHC FRET	RBBP9 inh	Hck Nef HTS	NPY-Y1 PAM-ag
COc1ccc(/C=C2\SC(=O)N(CCNC(=O)Cn3cnnn3)C2=O)cc1	-5	-19	2	6	4	-14	3	5	0
COc1ccc(NS(=O)(=O)c2ccc3oc(SC4CCOC4=O)nc3c2)cc1 (configuration not stated)	-8	-2	0	-1	2	0	1	0	-6
Cc1nn(-c2ccccc2)c(C)c1C(=O)OC/C(O)=C(\C#N)c1nc2ccccc2[nH]1	7	-2	-18	-3	7	-4	-9	3	-19
COC(=O)c1cc(OC)c(OC)cc1NC(=O)c1ccc(OC)c(OC)c1	5	-16	-1	3	-5	1	-7	1	-9
O=C(c1ccccc1)c1sc(N2CCCCCC2)nc1-c1ccccc1	2	-2	-18	-2	-5	-4	-9	1	0
O=C(COC(=O)c1ccc2ccccc2n1)c1ccccc1	-1	-11	-3	-2	0	-2	3	9	-10
Brc1ccc(C=Nc2ccc3c(c2)OCCOCCOCCO3)s1	-3	8	-8	2	0	-1	-4	4	-3
